From PubChem BioAssay
HIV peptide binding: cell-free HIV fusion peptide-binding blockers – biochemical, uHTS, fluorescence dequenching, primary screen (AID 1986); one-dose inhibition, % at 20 µM; IC50 in µM for titrated hits; actives 0.3% (n = 290,000); cell-free peptide binding, fluorescence dequenching, 30 min; higher % means a stronger effect; in the data active = inhibition mostly above about 52%, no sharp cut-off; inactive = mostly below about 76%; also: some results filed as inactive read as strong as hits
West Nile virus CPE: inhibition of WNV-induced cytopathic effect – cell-based, CPE readout (AID 1621) | actives 0.02% (n = 290,000) | West Nile virus-infected cells, CPE inhibition; higher % means a stronger effect | CPE inhibition, % at 10 µM, or IC50 in µM where a hit was titrated; in the data active = a potency from the dose series; also: strong numbers were not always called active
NOD1 inhibition: NOD1 signaling inhibitors, primary screen, cell-based, luminescence, uHTS (AID 1578) | inhibition, % at 4 µM, or EC50 in µM where a hit was titrated | actives 1% (n = 290,000) | NOD1-driven NF-kB luciferase reporter cells, luminescence; higher % means a stronger effect; in the data active = inhibition mostly above about 36%, no sharp cut-off; inactive = mostly below about 34%;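 also: HEK-293T reporter cells stimulated with the NOD1 agonist gamma-tri-DAP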
Dengue-2 NS5 capping: Dengue-2 NS5 methyltransferase inhibitors, primary screen, biochemical, confirmation dose response (AID 588689); Dengue-2 NS5 methyltransferase capping enzyme assay, biochemical; higher % means a stronger effect; inhibition, % at 25 µM; hits with a dose series show IC50 in µM; actives 0.3% (n = 340,000); in the data active = a potency from the dose series
KOR beta-arrestin-1: kappa opioid receptor activators – cell-based, luminescence, uHTS, primary screen (AID 1777) | KOR beta-arrestin recruitment, luminescence; higher % means a stronger effect | activation, % at 10 µM; hits with a dose series show EC50 in µM | actives 0.02% (n = 280,000); in the data active = activation above about 50%, passing the limit was not always enough; also: a part of the inactive calls stands beside numbers as strong as those of hits
HEK293 NOD2/NF-kB: inhibition of NOD2-driven NF-kB reporter – cell-based, luminescence, uHTS, HEK293 (AID 1566) | HEK293 NOD2/NF-kB luciferase reporter, luminescence; higher % means a stronger effect | inhibition, % at 4 µM; hits with a dose series show EC50 in µM | actives 0.63% (n = 290,000); also: many of its hits are not listed in these tables
AID2073: inhibitors of Mint1-CaV2.2 protein interaction, biochemical, HTRF (AID 2073); actives 0.19% (n = 290,000); HTRF protein-protein interaction, Mint1-CaV2.2; higher % means a stronger effect; one-dose inhibition, % at 20 µM; IC50 in µM for titrated hits; in the data active = inhibition mostly above about 51%, no sharp cut-off; also: some results filed as inactive read as strong as hits
Yfh1-off respiration: mitochondrial function rescue without frataxin homolog – Friedreich's ataxia, plus single-dose screen, dose response (AID 1465); S. cerevisiae Yfh1-off respiration, WST-1 reduction, 72 h; higher fold induction means a stronger effect; fold induction at 50 µM; hits with a dose series show EC50 in µM; actives 0.074% (n = 220,000);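 active = fold induction of absorbance versus untreated yeast above a set limit, then at least 30% activation at any dose in follow-up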;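 also: activators that raise dye reduction in frataxin-depleted yeast; strong numbers were not always called active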
KOR beta-arrestin-2: KOR antagonists, beta-arrestin recruitment, cell-based, luminescence, uHTS (AID 1778); one-dose inhibition, % at 10 µM; IC50 in µM for titrated hits; KOR beta-arrestin recruitment, luminescence, antagonist mode; higher % means a stronger effect; actives 0.091% (n = 290,000); also: strong numbers were not always called active
Dengue-2 NS5 capping pilot replicate: second read-out of Dengue-2 NS5 capping, no call of its own (marks repeat the call); inhibition, %; measured here: pilot screen replicate inhibition
Active calls of the source: *; i = inactive; . = not tested or not shown; [ ] = another dose, or the depositor's remark. Rule as the data show it, unless noted: active = inhibition above about 50%; inactive = the rest. A portion of the library; the hit share may differ from the screen's.

SMILES	HIV peptide binding	West Nile virus CPE	NOD1 inhibition	Dengue-2 NS5 capping	KOR beta-arrestin-1	HEK293 NOD2/NF-kB	AID2073	Yfh1-off respiration	KOR beta-arrestin-2	others
Cc1ccccc1NC(=S)/C(=C(\[O-])c1cc(C)n(Cc2ccccc2Cl)c1C)[n+]1ccccc1	22%	-0.2%	-16%	-1%	-4.6%	14%	28%	i	-1%
O=C(Nc1ccc2c(c1)CCC2)c1ccc(F)cc1	1.5%	-0.6%	-25%	4%	-2.3%	-140%	11%	i	-15%
CCOc1nc(C)ccc1-c1noc(-c2cccnc2)n1	0.4%	-0.2%	-55%	-2%	1.2%	-8%	3%	.	-40%[20 µM]
CC(C)c1c(C(=O)N/N=C/c2ccoc2)nnn1-c1nonc1N	-0.7%	0.1%	-21%	-11%	7.6%	-6%	-8%	.	-16%
C#Cc1ccc(C(=O)NCc2ccc(N3CCCC3=O)cc2)cc1	-0.6%	-0.1%	0%	-9%	0.6%	2%	47%	i	1%
Cn1c(=O)c2c(ncn2CCOc2ccc(F)cc2)n(C)c1=O	1.5%	-0.3%	30%	-9%	-1.0%	37%	46%	.	0%
CCN(C(=O)C1CCCN1S(=O)(=O)c1ccc2c(c1)n(C)c(=O)c(=O)n2C)c1ccccc1 (configuration not stated)	-0.6%	-0.2%	-15%	1%	-2.8%	20%	-5%	.	12%[20 µM]
COc1cccc(CNS(=O)(=O)c2c(C(=O)N3CCCCCC3)c(C)n(C)c2C)c1	0.1%	0.0%	-8%	-15%	-2.1%	7%	-3%	.	-29%
CC(C)=C(NC(=O)c1ccccc1)C(=O)Nc1cccc(C)c1	-0.8%	-0.6%	-25%	-5%	-4.4%	-7%	14%	.	5%
COc1ccc(/C=N/NC(=O)C(=O)/C=C2\NC3(CCCC3)Cc3ccccc32)cc1	-3.2%	0.0%	-4%	-2%	-2.4%	12%	11%	i	17%
COc1ccc(C(=O)Nc2cccnc2)cc1C(=O)Nc1cccnc1	-0.8%	0.2%	-2%	-7%	8.9%	4%	1%	i	-9%
COc1cccc(N2CC(C(=O)OC(C)C(=O)c3ccccc3)CC2=O)c1 (configuration not stated)	-2.3%	0.4%	-7%	7%	.	10%	0%	i	10%	Dengue-2 NS5 capping pilot replicate=3.5

Sorted by length of the SMILES (largest number first): 10 of the compounds above
SMILES	HIV peptide binding	West Nile virus CPE	NOD1 inhibition	Dengue-2 NS5 capping	KOR beta-arrestin-1	HEK293 NOD2/NF-kB	AID2073	Yfh1-off respiration	KOR beta-arrestin-2	others
Cc1ccccc1NC(=S)/C(=C(\[O-])c1cc(C)n(Cc2ccccc2Cl)c1C)[n+]1ccccc1	22%	-0.2%	-16%	-1%	-4.6%	14%	28%	i	-1%
CCN(C(=O)C1CCCN1S(=O)(=O)c1ccc2c(c1)n(C)c(=O)c(=O)n2C)c1ccccc1 (configuration not stated)	-0.6%	-0.2%	-15%	1%	-2.8%	20%	-5%	.	12%[20 µM]
COc1ccc(/C=N/NC(=O)C(=O)/C=C2\NC3(CCCC3)Cc3ccccc32)cc1	-3.2%	0.0%	-4%	-2%	-2.4%	12%	11%	i	17%
COc1cccc(CNS(=O)(=O)c2c(C(=O)N3CCCCCC3)c(C)n(C)c2C)c1	0.1%	0.0%	-8%	-15%	-2.1%	7%	-3%	.	-29%
COc1cccc(N2CC(C(=O)OC(C)C(=O)c3ccccc3)CC2=O)c1 (configuration not stated)	-2.3%	0.4%	-7%	7%	.	10%	0%	i	10%	Dengue-2 NS5 capping pilot replicate=3.5
CC(C)c1c(C(=O)N/N=C/c2ccoc2)nnn1-c1nonc1N	-0.7%	0.1%	-21%	-11%	7.6%	-6%	-8%	.	-16%
CC(C)=C(NC(=O)c1ccccc1)C(=O)Nc1cccc(C)c1	-0.8%	-0.6%	-25%	-5%	-4.4%	-7%	14%	.	5%
Cn1c(=O)c2c(ncn2CCOc2ccc(F)cc2)n(C)c1=O	1.5%	-0.3%	30%	-9%	-1.0%	37%	46%	.	0%
CCOc1nc(C)ccc1-c1noc(-c2cccnc2)n1	0.4%	-0.2%	-55%	-2%	1.2%	-8%	3%	.	-40%[20 µM]
O=C(Nc1ccc2c(c1)CCC2)c1ccc(F)cc1	1.5%	-0.6%	-25%	4%	-2.3%	-140%	11%	i	-15%

(further entries)
SMILES	HIV peptide binding	West Nile virus CPE	NOD1 inhibition	Dengue-2 NS5 capping	KOR beta-arrestin-1	HEK293 NOD2/NF-kB	AID2073	Yfh1-off respiration	KOR beta-arrestin-2	others
COc1cc(OC)cc(C(=O)N[C@H](C(=O)Nc2nc(-c3ccc(OC)c(OC)c3)cs2)C(C)C)c1	0.7%	1.1%	-3%	3%	0.9%	0%	14%	i	15%
O=C(Nc1cccs1)NC1CCCC1	-0.7%	0.3%	16%	-21%	8.2%	-12%	21%	i	-40%
CC(/C=N/n1c(-c2cc(C)[nH]n2)n[nH]c1=S)=C\c1ccccc1	-1.1%	0.1%	-2%	-1%	-1.7%	15%	-31%	i	34%
CC(=O)O/N=C/c1c(NCc2ccccc2)nc2c(C)cccn2c1=O	-0.7%	-0.3%	-8%	.	-1.9%	19%	10%	i	28%
CC1Cc2ccccc2N1C(=O)COC(=O)c1ccc(Br)o1 (configuration not stated)	0.9%	0.4%	-19%	-2%	-6.6%	11%	6%	i	1%[20 µM]
Cc1ccc(C(=O)N/C(=C\c2ccco2)C(=O)NCCN2CCOCC2)cc1	1.1%	-0.9%	-15%	0%	3.6%	-16%	0%	.	-22%
Cc1ccc(S(=O)(=O)N2CC3CCCC2C3)cc1 (configuration not stated)	-0.4%	-0.1%	10%	.	0.2%	-1%	4%	i	-21%
N#CC1=C(N)OC2=C(C(=O)CC(c3ccccc3)C2)C1c1ccc2c(c1)OCO2 (configuration not stated)	0.7%	-0.3%	-6%	-7%	3.9%	15%	6%	i	6%
C/C(=N\NC(=O)c1c[nH]c2ccccc12)c1ccco1	4.5%	-0.5%	-10%	-3%	5.5%	-51%	-5%	i	-32%
O=C(Nc1ccc2c(c1)OCO2)C1CCN(C(=O)c2cccs2)CC1	2.6%	-0.1%	-9%	-1%	-3.6%	-7%	-6%	i	-11%
Cc1cc(Oc2ccc(Br)cc2)nc(SCC(=O)c2ccccc2)n1	1.0%	-1.2%	0%	5%	2.9%	-13%	-6%	i	19%
COc1cccc(/C=N/NC(=S)NCc2ccco2)c1OC	-2.2%	0.0%	2%	0%	-2.3%	13%	-9%	i	21%
COCCNS(=O)(=O)c1ccc2c(c1)Cc1cc(S(=O)(=O)NCCOC)ccc1-2	1.2%	-1.0%	-32%	-9%	-5.7%	-5%	51%	.	-5%
CCc1ccc2nc(NC(=O)CSCc3c(C)noc3C)sc2c1	0.6%	-1.2%	-27%	-5%	7.6%	-21%	0%	i	33%
CC(C)c1onc(C(=O)N2CCCCC2)c1[N+](=O)[O-]	-1.7%	-0.3%	13%	-3%	-2.4%	5%	7%	i	39%
O=C(O)CCCCCNC(=O)c1ccc(Br)cc1	1.7%	0.5%	-16%	3%	0.3%	-1%	-10%	i	-42%
O=C(O)C(F)(F)C(NCc1ccccc1)c1ccccc1 (configuration not stated)	1.6%	0.3%	-4%	4%	4.1%	4%	4%	i	17%
C=CCn1c(=N)n(CC(O)COc2ccccc2OC)c2ccccc21 (configuration not stated)	1.1%	-0.6%	15%	0%	-3.1%	8%	-6%	i	27%
Cc1ccc(S(=O)(=O)Nc2nc3ccccc3s2)cc1[N+](=O)[O-]	13%	1.3%	-18%	-11%	-7.6%	19%	12%	i	-12%
Cc1ccc(-c2cc(C(=O)Nc3ccccn3)c3ccccc3n2)o1	15%	0.2%	-64%	-11%	-4.6%	-8%	-32%	i	-20%
COc1ccccc1CNS(=O)(=O)c1ccc2c(c1)CCCN2C(C)=O	0.4%	0.0%	-33%	-11%	-3.7%	-4%	15%	.	-14%
CSc1nc(SC)c2c3c(oc2n1)COC(C)(C)C3	-2.7%	.	-20%	6%	-2.4%	8%	0%	.	5%
c1ccc2[nH]c(SCc3cscn3)nc2c1	-1.7%	0.1%	-27%	-3%	-1.0%	-21%	0%	i	11%
CC(C(=O)Nc1cc([N+](=O)[O-])ccc1Cl)N1CCN(c2ccccc2)CC1 (configuration not stated)	0.0%	2.0%	-23%	-4%	1.6%	-3%	-4%	i	25%
C=CCSc1nccc(-c2cc(Cl)sc2Cl)n1	1.1%	0.2%	-11%	-1%	-7.8%	18%	-4%	i	30%
O=C(CSc1ncccn1)NCCc1ccccc1	-1.6%	0.0%	-18%	2%	-0.8%	8%	-4%	i	14%
O=C(Nc1c(C(=O)N2CCCCC2)cnn1-c1ccccc1)c1ccco1	-0.4%	-0.3%	1%	-1%	-1.3%	1%	-2%	i	9%
S=C(NC12CC3CC(CC(C3)C1)C2)N1CCCC1	3.3%	-0.6%	-4%	0%	-0.8%	2%	-26%	i	.
CCC(C)(C(=O)NC1CCCC1)N(C(C)=O)c1ccc(C)cc1 (configuration not stated)	-1.3%	-0.5%	0%	-3%	.	1%	-8%	i	-20%
O=C(Nc1ccc2c(c1)OCO2)NC1(C(F)(F)F)Oc2ccccc2O1	2.8%	-0.3%	-13%	1%	-4.4%	4%	-10%	i	-16%
CN(C)CCCN(C(=O)c1ccco1)c1nc(-c2ccc(Cl)cc2)cs1	-0.9%	0.0%	0%	1%	2.3%	7%	11%	.	-53%[20 µM]
c1ccc(-c2noc(C3CCC3)n2)nc1	-1.0%	1.1%	-11%	.	0.6%	-32%	-3%	i	5%
CCOc1ccc(S(=O)(=O)Nc2ccc3c(c2)OCO3)cc1	-2.2%	-1.1%	0%	-4%	-0.5%	15%	0%	.	7%
CCn1c2ccccc2c2cc(NC(=O)CSc3nnc(-c4ccccc4OC)n3N)ccc21	-2.8%	.	-11%	-3%	-4.5%	-13%	10%	i	10%
Cc1ccc2cc(-c3noc(C(C)(C)C)n3)c(=O)[nH]c2c1	-1.0%	0.9%	4%	-7%	4.5%	6%	1%	i	-19%	Dengue-2 NS5 capping pilot replicate=-5.0
COc1ccc2[nH]c(C(=O)NCc3ccc4c(c3)OCO4)cc2c1	-1.8%	0.1%	-3%	.	7.5%	28%	14%	i	24%

Arranged by number of heavy atoms (rising): 3 of the compounds above
SMILES	HIV peptide binding	West Nile virus CPE	NOD1 inhibition	Dengue-2 NS5 capping	KOR beta-arrestin-1	HEK293 NOD2/NF-kB	AID2073	Yfh1-off respiration	KOR beta-arrestin-2	others
c1ccc(-c2noc(C3CCC3)n2)nc1	-1.0%	1.1%	-11%	.	0.6%	-32%	-3%	i	5%
CCC(C)(C(=O)NC1CCCC1)N(C(C)=O)c1ccc(C)cc1 (configuration not stated)	-1.3%	-0.5%	0%	-3%	.	1%	-8%	i	-20%
CN(C)CCCN(C(=O)c1ccco1)c1nc(-c2ccc(Cl)cc2)cs1	-0.9%	0.0%	0%	1%	2.3%	7%	11%	.	-53%[20 µM]
